Screening results from PubChem BioAssay.
SNCA viab count = counter-screen for SNCA expression inhibitors: cell viability. HEK-293-SNCA-luc viability, GF-AFC fluorescence, 24 h. Potency, µM (top dose mostly 57.1 µM), inactives show at the top dose activity change, negative = cytotoxicity, actives largely listed as cytotoxic. 150,000 compounds, 0.12% hits. AID 1671193;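 note: potency is the fitted concentration of half-maximal effect; 0% = DMSO-treated cells and -100% = medium-only wells without cells; nearly all actives have a fitted effect of over 30% in size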
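Cytotoxicity counterscreen: after 24 h compound treatment of genome-edited SNCA-luciferase HEK-293 cells, live-cell protease substrate GF-AFC read by fluorescence after 30 min; activity scaled between DMSO (0%) and medium-only (-100%), curves Hill-fitted.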
IP6K1 inhibitor = inhibitors of human IP6K1 | activity change, % (series mostly up to about 58 µM) | Q92551 | IP6K1 kinase, ADP-Glo luminescence, 2 h; stronger effect = lower value | 140,000 compounds, 0.81% hits; in the data active = activity change below about -25%
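ADP-Glo luminescence measures ADP made by human IP6K1 during a 2 h RT reaction with ATP/IP6 (mix at 1.3 mM/130 uM); top library doses 57.5 and 19.1 uM final.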
GPT2 inhibitor = inhibitors of human GPT2 alanine aminotransferase. Q8TD30. Potency, µM (highest dose often 57.7 µM), inactives show top-dose activity change, negative = inhibition, actives largely listed as inhibitors. 100,000 compounds, 0.25% hits. Recombinant GPT2, coupled pyruvate oxidase/HRP Amplex Red fluorescence. AID 1671188; note: potency is the fitted concentration of half-maximal effect; nearly all actives have a fitted effect of over 60% in size; many of its hits are not listed in these tables
Target sequence (Q8TD30 whole entry, looked up): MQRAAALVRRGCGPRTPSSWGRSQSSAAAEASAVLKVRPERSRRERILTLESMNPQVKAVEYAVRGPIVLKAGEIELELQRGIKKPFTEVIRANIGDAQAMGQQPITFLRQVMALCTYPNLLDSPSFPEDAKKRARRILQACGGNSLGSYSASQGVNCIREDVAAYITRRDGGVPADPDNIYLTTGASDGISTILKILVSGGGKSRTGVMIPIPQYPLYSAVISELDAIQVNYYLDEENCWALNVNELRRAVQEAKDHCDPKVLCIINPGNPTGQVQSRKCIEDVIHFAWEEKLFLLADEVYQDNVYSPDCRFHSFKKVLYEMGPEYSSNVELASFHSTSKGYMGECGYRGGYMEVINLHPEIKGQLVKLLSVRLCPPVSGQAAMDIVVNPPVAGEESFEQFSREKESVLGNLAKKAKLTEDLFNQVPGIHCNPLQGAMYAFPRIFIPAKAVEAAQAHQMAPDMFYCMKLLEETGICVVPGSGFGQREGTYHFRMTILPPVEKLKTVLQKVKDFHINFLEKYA
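Inhibition is scored from Amplex Red fluorescence generated when pyruvate oxidase and HRP act on pyruvate released by GPT2. Reactions contain 10ng/uL enzyme, 250uM a-KG and 2mM L-alanine and run 30 min at room temperature.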
3T3 cytotox = kills NIH 3T3 cells; NIH 3T3 viability, CellTiter-Glo ATP luminescence, 48-72 h; 94,000 compounds, 4.3% hits; Potency, µM (highest dose often 96.7 µM), for inactives: top-dose activity change, negative = cytotoxicity, actives largely listed as inhibitors; note: potency is the fitted concentration of half-maximal effect; nearly all actives have a fitted effect of over 55% in size
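Luminescent ATP readout (CellTiter-Glo, 10 min RT) after 48 or 72 hr compound exposure of NIH 3T3 cells seeded at 400 cells/well in 1536-well format; quantitative HTS.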
FLuc inh = Photinus pyralis luciferase inhibition. AID 1347043. P08659. Potency, µM (doses to about 115 µM), without a hit: at the highest dose activity change, negative = inhibition, usual class: inhibitors. purified P. pyralis luciferase, luminescence, biochemical. 76,000 compounds, 2.5% hits; note: potency is the fitted concentration of half-maximal effect; nearly all actives have a fitted effect of over 65% in size
Target sequence (P08659 whole entry, looked up): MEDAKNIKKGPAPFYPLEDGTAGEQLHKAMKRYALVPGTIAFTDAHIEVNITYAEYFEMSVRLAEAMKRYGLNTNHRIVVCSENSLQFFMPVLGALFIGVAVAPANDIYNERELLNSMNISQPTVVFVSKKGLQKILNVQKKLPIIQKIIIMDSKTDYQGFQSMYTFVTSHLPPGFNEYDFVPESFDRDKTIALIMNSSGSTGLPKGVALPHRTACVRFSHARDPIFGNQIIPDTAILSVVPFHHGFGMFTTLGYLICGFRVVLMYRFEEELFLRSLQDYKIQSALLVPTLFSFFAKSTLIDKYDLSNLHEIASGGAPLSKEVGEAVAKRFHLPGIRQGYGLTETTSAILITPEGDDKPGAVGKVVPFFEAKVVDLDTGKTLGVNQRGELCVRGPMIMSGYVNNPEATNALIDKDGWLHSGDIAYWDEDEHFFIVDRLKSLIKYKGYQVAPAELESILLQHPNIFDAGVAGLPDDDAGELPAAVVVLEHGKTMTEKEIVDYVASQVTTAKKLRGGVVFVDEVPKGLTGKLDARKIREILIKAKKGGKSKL
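Purified 10nM P. pyralis luciferase with 10uM D-luciferin and 10uM ATP in 50mM Tris acetate pH 7.5, 10mM Mg acetate, 0.01% Tween-20, 0.05% BSA. qHTS titration; luminescence read by CCD imager.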
SNCA expr inhib = SNCA gene expression inhibition. Potency, µM (highest dose often 57.2 µM), for the others: at the top dose activity change, negative = inhibition, hits mostly inhibitors. 140,000 compounds, 0.17% hits. HEK-293 SNCA-luciferase knock-in, luminescence, 24 h;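 note: potency is the fitted concentration of half-maximal effect; plate controls were DMSO cells for no effect and cell-free wells for full effect; nearly all actives have a fitted effect of over 45% in size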
HEK293 tox = kills HEK 293 cells | Potency, µM (doses to about 115 µM), for inactives: at the highest dose activity change, negative = cytotoxicity, usual class: inhibitors | 94,000 compounds, 6.6% hits | HEK 293 viability, ATP luminescence (CellTiter-Glo), 48-72 h; note: potency is the fitted concentration of half-maximal effect; nearly all actives have a fitted effect of over 60% in size
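Cytotoxicity was scored by loss of ATP-coupled luminescence (CellTiter-Glo) in HEK 293 cells. Compound treatment ran 48 or 72 hr at 37 degree Celsius, 5% CO2, 95% humidity.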
Numbers without * were called inactive; i = inactive; ? = inconclusive; · = not tested or not shown; [ ] = dose if it differs, or a comment. Unless noted, calls come from the whole dose curve; as a rule, active = well fitted curve in the direction sought with a large enough effect; inconclusive = small, poorly fitted or top-dose-only effect, or another doubt; inactive = no such curve, though single readings can be large; an effect the other way counts as inactive or inconclusive. Unless noted, % is set by controls: 0 for no effect and ±100 for the full control effect. Rows were taken by chance; about 7.8% have a hit in one of these screens.

Compound	SNCA viab count	IP6K1 inhibitor	GPT2 inhibitor	3T3 cytotox	FLuc inh	SNCA expr inhib	HEK293 tox
N#Cc1nc(-c2ccc(COc3ccc(Cl)cc3)o2)oc1N1CCC(C(N)=O)CC1	-19%	-21	·	·	·	-15%	·
CC1(CNc2ccccc2)COc2ccc(C(=O)NC3CCOCC3)cc2N1 (configuration not stated)	-5%[87.6 µM]	-1	i	?	-15%[172 µM]	?	?
CCC(=O)N1CCCCCCNC(=O)[C@@H]2CCC[C@@H]21	-1%	1	i	-11%	-13%	3%	-1%
COC1CN(C2CCN(C(=O)CC3CCCCC3)CC2)C12CCOCC2 (configuration not stated)	4%	3	-15%	-2%	4%	-26%	-8%
COCCNC(=O)C(C)[C@@H]1CC[C@@]2(C)CC[C@H](NC(=O)c3ccccc3)[C@@H](C)[C@@H]2[C@H]1O (some centres not stated)	3%[87.6 µM]	-11	-7%[88.5 µM]	-2%[138 µM]	-3%[172 µM]	?	-10%[172 µM]
CCC(CC)C(=O)N1[C@@H](c2ccccc2)[C@@H](C(=O)O)C[C@]12CCCCN(CCOC)C2=O	·	-2	·	?	·	·	-15%
COc1cccc(NC(=O)c2nnn(Cc3cccc(C(F)(F)F)c3)c2N)c1	-19%	14	·	·	·	-6%	·
COc1cc2c(=O)c(S(=O)(=O)c3ccc(C(C)C)cc3)cn(Cc3ccccc3C)c2cc1OC	-1%	4	·	·	·	-11%	·
COCC(=O)NC1CN(c2ccnc3ccnn23)C1	1%[87.6 µM]	4	i	-22%[138 µM]	·	-3%[87.6 µM]	2%[172 µM]
CCOc1ccccc1CNC(=O)C1=C(C)C(=O)OC12CCN(C(C)=O)CC2	-1%	-4	·	·	·	16%	·
CCOC(=O)c1ccccc1NC(=O)Cn1c(-c2cnccn2)nc(C)c(C)c1=O	0%	-4	i	i	0%	-7%	6%
O=C(Nc1cccnc1)[C@@H]1C[C@@H](c2ccc(F)cc2)N([S+](=O)([O-])c2cccnc2)C1	7%[87.6 µM]	9	-24%[88.5 µM]	?	2%[172 µM]	-5%[87.6 µM]	?
CN(C(=O)c1ccc(F)cc1)C1CCOc2ccccc21 (configuration not stated)	5%[87.6 µM]	0	i	-4%[138 µM]	?	109%[activator][87.6 µM]	?
O=C(C1CCCCC1)N1CCC2(CC(c3cccnc3)=NO2)C1 (configuration not stated)	3%	5	i	1%	·	-5%	-13%
C#CCOc1ccccc1CN1CCN(c2ncc(F)cn2)CC1	6%	15	1%[11.5 µM]	-23%	0%	0%	?
O=C(NCC1CC1)c1nc2c(o1)CCN(Cc1ccc3c(c1)CCO3)CC2	2%[87.6 µM]	6	3%[88.5 µM]	?	-5%[172 µM]	4%[87.6 µM]	?
O=[S+]1([O-])NC2(CCN(Cc3ccc(Cl)s3)CC2)COc2ccccc21	2%	-9	-8%	-23%	·	-19%	?
CC(=O)N1Cc2ccccc2CC2(CCCN2C)C1 (configuration not stated)	0%[87.6 µM]	-12	i	3%[138 µM]	·	-12%[87.6 µM]	5%[172 µM]
O=C1OCC2(CCN([S+](=O)([O-])c3ccccc3)C2)N1CCN1CCOCC1 (configuration not stated)	4%[87.6 µM]	4	i	?	1%[172 µM]	-26%[87.6 µM]	4%[172 µM]
COC(=O)c1c(NC(=O)/C(C#N)=C/c2ccc(OC)cc2)sc2c1C(C(=O)OC)CC2 (configuration not stated)	10%	-4	·	·	·	-1%	·
CCCn1ccc2c(OCC(=O)Nc3ccc(C(F)(F)F)cc3)cccc2c1=O	3%	5	·	·	·	-5%	·
COC[C@@H]1CN(C(=O)Cc2ccc(Cl)cc2)C[C@H]1c1ccncc1	6%	-11	i	?	-8%	-7%	-26%
O=C(NCc1ccccc1)c1nc2c(o1)CCN(CC1CCCC1)CC2	2%[87.6 µM]	2	-13%[88.5 µM]	?	-22%[172 µM]	18%[87.6 µM]	?
CN1CC2(CCN(C(=O)Nc3ccc4c(c3)OCCO4)CC2)CC1C(=O)N1CCOCC1 (configuration not stated)	4%	-8	0%	-17%	?	72%[activator]	-2%
CCOC(=O)c1c(NC(=O)c2cc(-c3ccccc3OC)on2)sc(C)c1C	-5%	11	·	·	·	-1%	·
Cc1ccc(-c2ccc(=O)n(CC(=O)Nc3ccc(C)cc3Cl)n2)cc1	13%	-6	·	·	·	-9%	·
O=c1n(CCN2CCCC(N[S+](=O)([O-])c3cccc(C(F)(F)F)c3)C2)nc2n1CCCC2 (configuration not stated)	·	10	·	-26%	·	·	-2%
COc1ccc(Cn2c(C3CCN(C(=O)c4cccs4)CC3)n[nH]c2=O)cc1	0%	-2	-2%	-9%	2%	-5%	7%
c1ccc(OCc2cc(CC3(NCc4cccnc4)COC3)no2)cc1	6%[87.6 µM]	6	-6%[88.5 µM]	-7%[138 µM]	-3%[172 µM]	2%[87.6 µM]	-23%[172 µM]
CNC(=O)c1cc(C)nc2onc(C3CCCN3C(=O)c3ccncc3)c12 (configuration not stated)	·	3	·	-22%	·	·	-4%

One compound at a time, from the list above.
Profile of `COC[C@@H]1CN(C(=O)Cc2ccc(Cl)cc2)C[C@H]1c1ccncc1` : SNCA viab count: 6%; IP6K1 inhibitor: -11; GPT2 inhibitor: i; 3T3 cytotox: ?; FLuc inh: -8%; SNCA expr inhib: -7%; HEK293 tox: -26%
Profile of `COc1cccc(NC(=O)c2nnn(Cc3cccc(C(F)(F)F)c3)c2N)c1` : SNCA viab count: -19%; IP6K1 inhibitor: 14; GPT2 inhibitor: ·; 3T3 cytotox: ·; FLuc inh: ·; SNCA expr inhib: -6%; HEK293 tox: ·

(further entries)
Compound	SNCA viab count	IP6K1 inhibitor	GPT2 inhibitor	3T3 cytotox	FLuc inh	SNCA expr inhib	HEK293 tox
Cc1[nH]c(/C=C2\C(=O)Nc3ccc(S(=O)(=O)N(C)c4cccc(Cl)c4)cc32)c(C)c1C(=O)N1CCN(C)CC1	-30%	15	i	·	·	·	·
CC(C)COc1ccc(C(=O)Nc2scc(-c3ccc(Br)cc3)c2C(=O)OC(C)C)cc1	5%	-3	·	·	·	?	·
Cc1nn(C)cc1CN(C)C(=O)C1CN(S(=O)(=O)c2cccnc2)CC12CCCCC2 (configuration not stated)	-11%	24	i	5%	-2%	-26%	-8%
Cn1c(C(=O)NCc2ccc(Cl)cc2)cc2c(=O)n(C)c3ccccc3c21	0%	15	·	·	·	6%	·
C=C[C@H]1[C@H](O[C@@H]2O[C@H](CO)[C@@H](O)[C@H](OC(=O)/C=C/c3ccc(O)c(OC)c3)[C@H]2O)OC=C2C(=O)OCC[C@]21O	-2%[23.9 µM]	-8	i	·	·	·	·
COc1ccc(-c2noc(N3CCC(C(=O)Nc4ccc(C)c(F)c4)CC3)n2)cc1OC	-16%	-23	·	·	·	-15%	·
Cc1ccc(-c2nocc2CCC(=O)NCc2ccc(Cl)cc2)cc1	5%	14	-3%	?	-12%	3%	?
CCOC(=O)Cn1c(=O)oc2cc(S(=O)(=O)N3CCN(c4ccccc4OC)CC3)ccc21	4%	-1	·	·	·	-4%	·
Cn1ncc2c(C(=O)NCc3cccc(Cl)c3)cc(-c3cccc(F)c3)nc21	·	5	·	?	·	·	?
Cc1ccc(-n2ncc(C(=O)NCc3ccc4c(c3)OCO4)c2C2CCN(C(=O)OC(C)(C)C)CC2)cc1C	-28%	-2	·	·	·	?	·
CCOc1ccccc1NC(=O)C(=O)NCCc1sc2nc(-c3ccc(OC)cc3)nn2c1C	7%	4	·	·	·	73%[activator]	·
CC(C)N(Cc1ccccc1)Cc1nnc2cc(-c3nc(-c4ccccc4)no3)ccn12	-3%	10	i	-10%	?	96%[activator]	-2%
Cc1ccc(-c2ccc3nnc(CNC(=O)C4CCCC4)n3n2)cc1C	5%	12	i	-6%	0%	6%	-1%
CN1CCN(c2ccc(-c3n[nH]c4c3CC(=O)N(CC3CC3)C4)cc2)CC1	-1%[87.6 µM]	16	-13%[88.5 µM]	?	-14%[172 µM]	34%[activator][87.6 µM]	-23%[172 µM]
O=C(Nc1cccc(-n2cccn2)c1)C1CCCN1C(=O)c1ccoc1 (configuration not stated)	1%	15	i	4%	5%	-21%	-6%
CCN(c1cccc(C)c1)S(=O)(=O)c1nnc(NC(=O)c2cccs2)s1	2%	-10	·	·	·	3%	·
CC(C)Cn1nc(C(=O)O)c2c1CCN(C(=O)CC(C)c1ccccc1)C2 (configuration not stated)	7%	-6	-10%	i	2%	10%	-12%
CC(=O)N1Cc2ccccc2CC2(CCCCN2CC2CCOCC2)C1 (configuration not stated)	9%	-11	i	i	·	-2%	i
CC(=O)N1CC(N2C(=O)c3c(c(C)nn3-c3ccccc3)C2C(C)C)C1 (configuration not stated)	·	11	·	-25%	·	·	-7%
Cc1cccc(CC(=O)N2C[C@@H](F)C[C@H]2C(=O)N2CCCCC2)c1	-5%	-3	i	-1%	2%	6%	9%
O=C(Cc1c[nH]c2ncc(-c3ccccc3)cc12)Nc1ccc(C(F)(F)F)cc1	-10%[87.6 µM]	-13	i	?	0%[172 µM]	-16%[87.6 µM]	63µM*
CCOCCCNC(=O)Cn1nc(C)n2c(cc3cc(C)ccc32)c1=O	-8%	-7	·	·	·	-2%	·
CCc1noc([C@@H]2CC(F)(F)CN2C(=O)CCc2c(C)noc2C)n1	12%	-1	i	0%	-13%	25%	?
CN(C)[S+](=O)([O-])c1ccc2c(c1)OCCN(Cc1ccc(F)cc1)C2	-5%[87.6 µM]	-8	4%[88.5 µM]	?	-2%[172 µM]	1%[87.6 µM]	?
COc1ccc(NC(=O)N2CCCC(Cn3cnc4cccnc43)C2)cc1 (configuration not stated)	0%	-15	-16%	-27%	-18%	?	-19%
Cc1c(Cl)cccc1Nc1ccccc1C(=O)O	-15%[23.9 µM]	23	0%	·	·	-12%[25.6 µM]	·
CCCNC(=O)NC[C@H]1O[C@@H]2C[C@@H](CC(=O)NCc3cnn(C)c3)O[C@@H]2[C@@H]1O	1%[87.6 µM]	1	-2%[88.5 µM]	-6%[174 µM]	-4%[172 µM]	17%[87.6 µM]	-16%[172 µM]
CC(=O)N1CCc2[nH]cnc2C12CCN(C(=O)C(C)Oc1ccccc1)CC2 (configuration not stated)	-2%	-25	-4%[11.5 µM]	-3%	4%	11%	?
C#CCN(C)C(=O)[C@@H]1CCCN1[C@@H](C(=O)NC)c1ccccc1	4%[87.6 µM]	-13	i	2%[174 µM]	-1%[172 µM]	?	i
Cn1cc([C@@H](NC(=O)CCC2=NNC(=O)CC2)C2CC(O)C2)cn1 (some centres not stated)	-2%	26	3%	0%	-8%	6%	0%
Cc1ccc(C)c(Cn2c(=O)c(-c3noc(C)n3)c3n(c2=O)CCCCC3)c1	-14%	22	4%	-21%	-7%	13%	?
N#CC1=C2SCN(C3CCCCC3)CN2C(=O)CC1c1ccc(F)cc1 (configuration not stated)	?	-19	·	·	·	-26%	·
